CIT2 TOR yeast – alters CIT2-GFP fluorescence in TOR pathway yeast screen. S. cerevisiae CIT2-GFP strain, flow cytometry, 3 h; 100 means same as DMSO wells. GFP response vs DMSO, % at 10 µM. 0.065% of 320,000 active;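 active means GFP response relative to DMSO above a set limit, near the screen mean plus 3 SD, cut at about 150% in these data; inconclusive means Fewer than 70 cells measured for a yeast strain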;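 further: ratio of well median GFP fluorescence to mean of DMSO wells on the plate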
AGP1-GFP MLPCN – alters AGP1-GFP fluorescence in TOR pathway yeast screen; GFP response vs DMSO, % at 10 µM; AID 2066; S. cerevisiae AGP1-GFP multiplex flow cytometry, 3 h; GFP as percent of DMSO wells; 0.02% of 320,000 active;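 active means GFP response relative to DMSO above a set limit, near screen average plus 3 SD, cut at about 150% in these data; inconclusive means fewer than 70 cells counted for the yeast strain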;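 further: median GFP channel fluorescence of the gated AGP1 strain per well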
GRK2 inh – blocks RNA aptamer binding to human GRK2; AID 488847; bead flow cytometry, FAM-aptamer displacement from GRK2; 0.59% of 330,000 active; P25098; inhibition of aptamer binding, % at 10 µM;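 active means inhibition of aptamer binding above 40%, roughly 3 SD of noise, on plates passing a quality check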;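 further: median bead fluorescence of bound FAM aptamer so fluorescent compounds give negative values; no value below 0 was filed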
Target sequence (P25098 whole entry, looked up): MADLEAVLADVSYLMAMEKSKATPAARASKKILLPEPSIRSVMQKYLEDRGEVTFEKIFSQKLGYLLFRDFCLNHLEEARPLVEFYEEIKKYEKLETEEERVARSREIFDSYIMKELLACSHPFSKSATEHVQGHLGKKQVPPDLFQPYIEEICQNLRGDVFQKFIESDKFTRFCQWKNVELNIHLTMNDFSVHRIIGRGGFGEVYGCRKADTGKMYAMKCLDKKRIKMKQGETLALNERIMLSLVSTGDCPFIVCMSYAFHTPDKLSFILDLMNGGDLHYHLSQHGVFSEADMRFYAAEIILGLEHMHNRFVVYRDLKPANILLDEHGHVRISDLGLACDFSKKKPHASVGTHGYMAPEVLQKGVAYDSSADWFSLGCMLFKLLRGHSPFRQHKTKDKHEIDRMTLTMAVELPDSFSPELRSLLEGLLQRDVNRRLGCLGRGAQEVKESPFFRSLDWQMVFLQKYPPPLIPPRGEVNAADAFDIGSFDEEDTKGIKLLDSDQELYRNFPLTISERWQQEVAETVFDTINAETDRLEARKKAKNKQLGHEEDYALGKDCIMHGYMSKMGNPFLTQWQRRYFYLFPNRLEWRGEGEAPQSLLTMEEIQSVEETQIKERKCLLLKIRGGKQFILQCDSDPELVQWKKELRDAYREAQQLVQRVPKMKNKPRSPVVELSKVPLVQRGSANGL
LAP4 TOR yeast – yeast TOR pathway LAP4-GFP modulation; GFP response vs DMSO, % at 10 µM; S. cerevisiae LAP4-GFP multiplex, flow cytometry GFP, 3 h; median GFP as percent of DMSO wells; 0.34% of 320,000 active;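 active means GFP response vs DMSO above a set limit, about the screen mean plus 3 SD, cut at about 150% in these data; inconclusive means under 70 cell events counted for the yeast strain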
RPL19A-GFP yeast – modulators of TOR pathway RPL19A-GFP in S. cerevisiae | S. cerevisiae RPL19A-GFP strain, flow cytometry, 3 h; active compounds read low | percent response vs DMSO, % at 10 µM | AID 2025 | 0.3% of 330,000 active;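 active means percent response vs DMSO below 50%; inconclusive means fewer than 70 events counted for the yeast strain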;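 further: median channel GFP fluorescence of the barcoded RPL19A-GFP strain; ratio of sample median GFP to plate DMSO average so 100% = DMSO; lower means less RPL19A-GFP as with rapamycin TOR inhibition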
MEP2 TOR yeast – modulators of TOR pathway MEP2-GFP in S. cerevisiae. S. cerevisiae MEP2-GFP strain, flow cytometry GFP, 3 h; 100% = DMSO control level. GFP response vs DMSO, % at 10 µM. 0.51% of 330,000 active. AID 2016;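 active means GFP response versus DMSO above a set limit, roughly screen mean plus 3 SD, cut at about 180% in these data; inconclusive means fewer than 70 cells counted for a yeast strain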;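 further: median GFP fluorescence of the barcode-gated MEP2-GFP cells per well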
Yeast superoxide – lowers age-related superoxide in aged yeast cells; 0.18% of 330,000 active; superoxide response (% of plate mean), % at 10 µM; S. cerevisiae aged cells, superoxide DHE fluorescence; active compounds read low;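 active means superoxide response under a set limit, about three screen SD below normal, cut at about 65% in these data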;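 further: yeast aged for seven days with compound at 30 °C before DHE staining; 100% = average MFI of all compound-treated wells on the plate with controls excluded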
VLA-4 inh – inhibition in a human VLA-4 binding assay | P13612 | VLA-4 expressing cells, ligand binding flow cytometry | inhibition, % (about 7 µM as worked out from the volumes in the protocol) | 0.2% of 330,000 active | AID 2557; in the data active means inhibition above about 50%
Numbers without * were called inactive; ? = inconclusive; / = not tested or not shown; [ ] = dose if it differs, or a comment. No enrichment for hits; about 1.7% have a hit in one of these screens.

SMILES	CIT2 TOR yeast	AGP1-GFP MLPCN	GRK2 inh	LAP4 TOR yeast	RPL19A-GFP yeast	MEP2 TOR yeast	Yeast superoxide	VLA-4 inh
O=C(Nc1ccc2c(c1)OCCO2)c1ccc(Cl)cc1Cl	63	113	0	79	78	73	95	-4
CCCn1c(CNC(=O)Cc2ccccc2)nc2ccccc21	100	113	3	100	101	99	113	19
Cc1ccnc(NC(=O)c2cc3ccccc3oc2=O)c1	71	74	1	98	101	113	100	0
O=C1C2C3C=CC(C3)C2C(=O)N1Cc1cccnc1 (stereo unspecified)	106	97	1	98	94	101	103	3
O=C(N/N=C/c1cccc(F)c1)c1ccc(Cl)cc1	89	92	0	94	92	93	103	-6
CC(=O)Nc1cccc(C(=O)OCC(=O)Nc2c(C)nn(-c3ccccc3)c2C)c1	109	108	3	105	104	111	105	5
COC(=O)C(CC(C)C)NC(=O)c1ccc(F)cc1 (stereo unspecified)	107	107	2	103	104	108	93	12
CC(=O)Nc1nnc(SCc2ccc(C(=O)Nc3ccccc3F)cc2)s1	92	113	1	104	96	105	88	26
Cc1ccc(C2=NN=C(NC(=O)CSc3nncn3C)SC2)cc1	91	103	2	94	106	97	96	6
CC1(C)C(=O)Nc2ccccc2N1C(=O)COC(=O)COc1ccc(C#N)cc1	93	99	0	103	99	98	89	-9
Cc1ccc(NC(=O)CCn2c(=O)[nH]c3ccsc3c2=O)cc1	88	102	0	102	95	91	103	-6
Clc1ccc(OCc2nn3c(C4CCCCC4)nnc3s2)c(Cl)c1	92	88	0	97	102	105	104	-3
CC(C)Cn1c(CCC(=O)O)ccc1-c1cccs1	109	111	0	111	110	114	126	4
CC(NS(C)(=O)=O)C(c1cccs1)N1CCN(Cc2ccccc2)CC1 (stereo unspecified)	94	97	1	104	94	98	89	0
CC(C)Cn1c(-c2ccccc2)nc(=S)c2c1CCCC2	99	100	0	100	97	102	102	9
Cc1ccc(-c2nnc3c4ccccc4c(C)nn23)cc1S(=O)(=O)N1CCN(CCO)CC1	105	100	0	97	97	98	92	11
CCCNC(=O)COC(=O)c1ccc(-c2ccccc2)cc1	99	94	0	102	104	99	107	2
O=C(c1ccc2c3c(cccc13)CC2)C1CCCN(Cc2ccc(OCCO)cc2)C1 (stereo unspecified)	93	94	0	92	97	91	86	-7
COCc1cc(=O)n2[nH]c(C)cc2n1	107	105	4	101	103	101	84	-5
COc1ccc(OC)c(NC(=O)C2CCC(CNc3c(N4CCC(C)CC4)c(=O)c3=O)CC2)c1 (stereo unspecified)	95	99	8	95	96	98	105	21
O=C(NCc1ccco1)C(c1ccccc1F)N(CC1CCCO1)C(=O)Cn1nnc2ccccc21 (stereo unspecified)	108	111	2	101	104	103	115	16
Cc1onc(-c2ccccc2)c1C(=O)NC(=S)NNC(=O)c1ccncc1	109	97	74*	91	101	84	98	16
O=C(COc1ncnc2ccccc12)c1ccc2c(c1)OCCO2	99	90	5	89	100	90	104	-7
CCN(C(=O)CSc1nc(-c2cccs2)nc2ccccc12)C1CCS(=O)(=O)C1 (stereo unspecified)	100	106	1	106	105	108	94	9

Arranged by formula weight (smallest number first): part of the list above
SMILES	CIT2 TOR yeast	AGP1-GFP MLPCN	GRK2 inh	LAP4 TOR yeast	RPL19A-GFP yeast	MEP2 TOR yeast	Yeast superoxide	VLA-4 inh
CC(C)Cn1c(CCC(=O)O)ccc1-c1cccs1	109	111	0	111	110	114	126	4
CCCNC(=O)COC(=O)c1ccc(-c2ccccc2)cc1	99	94	0	102	104	99	107	2
O=C(COc1ncnc2ccccc12)c1ccc2c(c1)OCCO2	99	90	5	89	100	90	104	-7
Cc1onc(-c2ccccc2)c1C(=O)NC(=S)NNC(=O)c1ccncc1	109	97	74*	91	101	84	98	16
CC(NS(C)(=O)=O)C(c1cccs1)N1CCN(Cc2ccccc2)CC1 (stereo unspecified)	94	97	1	104	94	98	89	0

Later entries
SMILES	CIT2 TOR yeast	AGP1-GFP MLPCN	GRK2 inh	LAP4 TOR yeast	RPL19A-GFP yeast	MEP2 TOR yeast	Yeast superoxide	VLA-4 inh
COC(=O)c1ccc([N+](=O)[O-])cc1N1C(=O)C2C3CCC(C3)C2C1=O (stereo unspecified)	99	100	1	89	100	104	119	-3
C/C(=N/Nc1ccc(F)cc1)c1ccc(Cl)s1	91	100	0	99	103	99	95	0
CSCCC(NC(=O)c1cccc(S(=O)(=O)N2CCOCC2)c1)C(=O)Nc1cccc(C)c1 (stereo unspecified)	99	99	1	102	103	102	95	8
O=C(O)CSc1cn(Cc2ccccc2)c2ccccc12	110	106	0	116	111	110	91	12
COC(=O)C1=C(N)Oc2cc(C)n(CCN3CCOCC3)c(=O)c2C1c1cccnc1 (stereo unspecified)	94	105	0	98	100	102	94	11
Cc1cccc(NC(=O)CN(CC2CCCO2)C(=O)c2cc(S(=O)(=O)N(C)C)ccc2F)c1C (stereo unspecified)	100	99	19	91	97	99	99	-2
CCC(=O)Nc1ccc2c(c1)C(=O)c1ccccc1C2=O	86	95	0	118	97	104	147	-3
CCOCCn1c(C)c(C(=O)OCC)c2cc(O)c3ccccc3c21	82	95	13	106	95	97	90	17
Cc1cc(-c2nc(C)c(-c3nnc(SCC(=O)Nc4ccc(Cl)cc4)n3C)s2)no1	85	96	0	101	92	97	106	-1
CC1CCCC(NC(=O)NC(=O)COC(=O)C2=NN(c3ccccc3)C(=O)CC2)C1C (stereo unspecified)	95	96	3	104	97	100	101	13
O=C(NCCCCO)c1ccc2c3c(cccc13)CC2	95	107	6	117	99	115	95	3
CC(CN1CCN(C)CC1)OC(=O)c1ccc(F)cc1 (stereo unspecified)	93	100	0	103	95	97	105	4
Cc1ncoc1C(=O)N1CCCC(C(=O)c2ccc(Oc3ccccc3)cc2)C1 (stereo unspecified)	101	97	1	105	103	104	93	3
O=C(N/N=C/c1c(O)n(-c2ccc(Cl)cn2)c(=O)c2ccccc12)c1ccncc1	98	96	0	91	100	103	119	13
CCCCN(CCO)CCCC	90	97	0	99	102	91	114	15
CCOC(=O)c1ccc(NC(=O)c2ccc(OC(C)C)c(OC)c2)cc1	98	78	1	94	92	95	105	-1
COc1ccc(-c2csc(NCCc3nc4cc(C(=O)NCCCO)ccc4n3Cc3ccc(C)cc3)n2)cc1	97	111	0	101	103	110	110	24
CC(C)CCN1CCN(Cc2ccsc2)CC1CCO (stereo unspecified)	101	99	2	104	98	95	88	0
CC(NC(=O)Cc1ccsc1)c1ccc(Cl)cc1Cl (stereo unspecified)	102	100	0	107	105	102	103	8
OCC(O)CSc1nc(-c2ccccc2)nc2c1CCC2 (stereo unspecified)	104	101	3	93	102	106	90	4
CCOc1ccc(CCNC(=O)CSc2nn(-c3ccc(C)c(Cl)c3)c(=S)s2)cc1OCC	102	102	0	100	103	106	113	14
O=C(N=C1SC2CS(=O)(=O)CC2N1c1ccccc1)C1CC1 (stereo unspecified)	102	108	0	104	99	98	90	13
S=C(NCc1ccccc1)NCc1cccc(CNC(=S)NCc2ccccc2)c1	102	100	0	100	97	101	72	9
Cc1cc(OC(=O)c2ccc(C)c(C)c2)c([N+](=O)[O-])c(=O)[nH]1	85	99	2	114	95	105	76	8
CCC(=O)c1ccc(N2CCN(C(=O)c3ccccc3)CC2)c(F)c1	99	102	18	87	106	99	85	7
CCCC(=O)Nc1c2c(nn1-c1ccc(F)cc1)CS(=O)(=O)C2	109	91	3	87	100	92	105	-5
COc1cccc(OCc2cc(C(=O)NCc3ccc4c(c3)OCO4)no2)c1	93	109	0	120	101	93	88	7
O=C(CN1C(=O)c2cccc3cccc1c23)N1CCN(c2cccc(Cl)c2)CC1	97	104	0	101	100	113	90	8
CCOC(=O)c1c(C)c(C(=O)NCC2CCCO2)c(C)n1CC (stereo unspecified)	96	94	1	87	91	97	99	0
Cc1ccc(NC(=O)Cn2nc(C)c3ccccc3c2=O)cc1	105	112	0	107	105	105	111	-1
COc1cc(C(=O)Nc2ccc3c(c2)C(=O)N(CCC(=O)O)C3=O)cc(OC)c1OC	105	105	0	96	102	99	92	-1
COc1ccc(C(=O)Nc2ccc3oc(-c4cccc(Cl)c4)cc(=O)c3c2O)cc1	81	81	0	128	111	90	109	-8
Cc1ccc(O)c(CNc2nc3ccccc3n2C)c1	101	103	0	97	103	96	102	-12
COc1ccc(NC(=O)CCCc2c[nH]c3ccccc23)cc1OC	108	105	2	93	103	106	99	-3
COc1ccc(S(=O)(=O)N2CCC(Cc3ccccc3)CC2)cc1NC(C)=O	95	92	3	81	100	99	114	1
Cc1ccc(C(=O)N/C(=C\c2ccc(-c3cccc([N+](=O)[O-])c3)o2)C(=O)NCCCN2CCOCC2)cc1	87	87	0	100	93	102	106	8
CC1CC(C)CN(C(=O)c2nn(C)c3c2CSc2ccccc2-3)C1 (stereo unspecified)	96	90	0	111	101	99	94	22
CC(=O)c1ccc(OCc2cc(C(=O)N(C)Cc3cc(C)no3)no2)cc1	97	94	1	96	97	113	94	4
CCOC(=O)Cc1c(C)nc2c(-c3ccccc3)c[nH]n2c1=O	98	99	0	96	/	102	102	7
CN(C(=O)C1CCOC1)c1nnc(C2CCOC2)s1 (stereo unspecified)	104	98	3	90	96	99	91	-4
COc1ccc(-c2cc(C(=O)Nc3ccccc3N3CCOCC3)c3ccccc3n2)cc1OC	83	89	4	112	89	101	117	-2
Cc1ccc2nc(NC(=O)C3CCN(c4ncnc5sc(C)c(C)c45)CC3)sc2c1	86	85	0	78	99	106	99	3
Cc1ccccc1-c1noc(CCC(=O)NCC2CCCO2)n1 (stereo unspecified)	100	111	0	103	99	106	105	-7
COC(=O)NCc1ccc2c(c1)OCO2	111	98	1	93	101	102	97	6
O=C1COc2ccc(C(=O)CCl)cc2N1	115	109	1	102	101	110	109	12
CN(CCc1ccccn1)S(=O)(=O)c1ccccc1F	/	88	2	101	95	91	100	3
COc1ccc(NC(=O)COc2cccc3c2CCN(Cc2cccnc2)C3=O)cc1	93	105	4	?	95	86	95	10
Cc1cc(C)cc(C(=O)N2CCC3(CC2)NCCc2[nH]cnc23)c1	95	96	0	97	99	99	82	5
O=C1CN(C(=O)c2ccco2)C(c2ccc(F)cc2)c2cc(Cl)ccc2N1 (stereo unspecified)	?	?	0	?	?	85[may fluoresce red and violet]	105	-3
O=C(c1cccc(NS(=O)(=O)c2ccc(F)c(F)c2)c1)N1CCN(C(c2ccccc2)c2ccccc2)CC1	99	95	1	93	95	110	89	5
O=C1CCCc2c1cc(-c1ccccc1)n2-c1ccc(O)cc1	96	97	0	97	99	104	95	0
CC(=O)Nc1ccc(NC(=O)Nc2ccccc2)cc1	99	95	0	82	104	104	102	2
CCOC(=O)c1ccc(NC(=O)CCc2ccc(C)o2)cc1	100	97	1	104	100	103	107	1
Cc1cccc(NC(=O)CN(CCc2ccccc2)S(C)(=O)=O)c1	107	103	0	99	104	102	96	-2
Cc1cc(Oc2ccc(Cl)cc2)nc(-c2ccccn2)n1	90	95	0	117	93	98	100	2
Cc1ccc(C(=O)COC(=O)c2ccc(Cl)c(N)c2)s1	87	89	1	100	93	93	108	-9
O=C(COC(=O)COc1ccc(Br)cc1)NCc1ccccc1	95	103	3	105	101	104	97	-12
O=C(Nc1nc(SCc2ccc(F)cc2)ns1)c1ccco1	87	85	0	135	100	106	103	20

Assay outcomes deposited in PubChem BioAssay by NMMLSC.
